Assay outcomes as filed in PubChem.
SDO1 yeast rescue = compounds rescuing growth of sdo1-depleted yeast, bone marrow failure model. S. cerevisiae sdo1-depleted JHY4D growth rescue, OD600 30 h; active compounds read high; pdr5 snq2 efflux-pump mutant strain. z-score at 10 µM. 0.21% of 140,000 active. AID 817;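 active = z-score above 3 at both the 24 hr and the 30 hr optical density reads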;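 also: z-score against mean and SD of all compound wells on the same plate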
Insulin prom inh = TRM-6 insulin promoter activity inhibition. TRM-6 cells (human fetal islet line), insulin promoter-eGFP reporter, imaging; reporter expression induced with tamoxifen. inhibition, % at 2 µM. 0.9% of 130,000 active. AID 1273;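 active = inhibition above the mean plus 3 SD, with well images judged a real hit on visual review, cut at about 60% in these data, passing the limit was not always enough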
SDO1 yeast rescue Rescue 24 h = second read-out of SDO1 yeast rescue, no call of its own (marks repeat the call); z-score; S. cerevisiae sdo1-depleted JHY4D growth rescue, OD600; measured here: growth rescue at 24 h;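 0 is the plate mean of compound wells and units are plate SD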
Active calls of the source: *; . = no result given.

SMILES	SDO1 yeast rescue	SDO1 yeast rescue Rescue 24 h	Insulin prom inh
CCC(=O)N(Cc1cc2c(C)cc(C)cc2[nH]c1=O)C1CCCCC1	-0.8	-0.14	-18.2
CN1C(=O)/C(=C/C=C2\SCCN2C)N(C)C1=S	.	.	88.9*
COc1ccc(-n2c(C(C)(C)C)csc2=Nc2c(C)n(C)n(-c3ccccc3)c2=O)cc1	1.24	1.03	23.1
O=C(COC(=O)C1CCN(S(=O)(=O)c2cccs2)CC1)c1ccc2c(c1)OCCO2	-0.77	-0.56	35.7
S=c1[nH]nc(COc2ccccc2)n1/N=C/c1ccc(Br)s1	-2.08	-1.88	38.9
O=C(NCc1ccccc1)C(c1ccc(F)cc1)N(Cc1ccco1)C(=O)c1ccccn1 (stereo not drawn)	0.18	-1.1	15.4
CCCN1C(=O)/C(=C\C=C2/Sc3ccccc3N2CC)SC1=S	.	.	-387.8
Nc1c(C(=O)O)cnn1-c1ccccc1	.	.	15.4
O=C(COC(=O)C1(c2ccc(F)cc2)CCCC1)N1CCc2ccccc21	-1.39	-1.73	14.3
Cc1cccc2c(=O)c(C(=O)N3CCCCCC3)c[nH]c12	-0.44	-0.41	44.4
COc1ccc(OC)c(NC(=O)c2cnc3ccccn3c2=O)c1	.	.	-51.4
CCOC(=O)C(C)S(=O)(=O)c1ccc(C(F)(F)F)cn1 (stereo not drawn)	0.96	2.12	23.3
Cc1[nH]c2ccccc2c1/C=N/n1cnnc1	0.01	-0.29	.
Cc1ccc(C(=O)Nc2cccc(Oc3ccccc3)c2)o1	-1.24	-0.98	12.9
CNC(=O)NC(=O)C(C)OC(=O)c1oc2ccccc2c1CSc1ccc(Cl)cc1 (stereo not drawn)	-0.55	0.05	-25.8
Cc1cccc(NC(=O)CS(=O)(=O)c2cn(C)c3ccccc23)c1C	0.19	-0.12	.
O=[N+]([O-])c1ccc2nc(-c3ccccc3[N+](=O)[O-])[nH]c2c1	.	.	14.3
O=C(CC(NC(=O)c1ccccc1)c1ccccc1)Nc1cccc2ccccc12 (stereo not drawn)	-0.81	-0.38	-16.7
C=CC[N+](C)(C)CC(=O)OCc1ccccc1	2.59	1.25	7.4
N#Cc1ccc(Oc2nc(C#N)cc(-c3ccccc3)n2)cc1	-1.28	-1.5	-6.7
O=C(NCc1ccc2c(c1)OCO2)C1CCN(S(=O)(=O)c2cccc3nsnc23)CC1	-0.26	0.87	66.7
O=C1OCC(CO)(CO)N=C1NNc1ccccc1Cl	-2.21	-1.05	0.0
COC(=O)c1ccc(NC(=S)Nc2ccc3ccccc3c2)cc1	-1.02	-0.02	20.0
CN(C)c1ccc(C(=S)N2CCCCC2)cc1Br	.	.	0.0
Cc1sc2nc(N)sc2c1C	0.88	0.55	-29.0
COC(=O)CN(CCc1ccccc1)S(=O)(=O)c1ccc(OC)c(OC)c1	0.05	-0.58	71.4
O=C(CN(Cc1ccco1)C(=O)c1cc(=O)[nH]c2ccccc12)Nc1ccccc1C(F)(F)F	0.72	0.17	.
Cc1[nH]cnc1CSCc1ccc(Cl)cc1	0.47	0.2	-23.1
COc1ccc(CNC(=O)c2n[nH]c3ccccc23)cc1OC	.	.	27.3
CCOC(=O)C(=O)Nc1nnc(SCc2ccc(F)cc2)s1	0.15	-0.31	-12.5
O=C(NCC1OCCc2ccccc21)C1COc2ccccc2O1 (stereo not drawn)	.	.	-6.7
Cc1cc(C)cc(OCC(=O)Nc2ccc(N3CCCC3)cc2)c1	-0.29	0.23	.
CS(=O)(=O)N(CC(=O)NCCSCc1c(F)cccc1Cl)c1cccc([N+](=O)[O-])c1	.	.	-173.3
CCn1c(SCC(=O)Nc2nc3ccccc3s2)nc2c(c1=O)SC(C)C2 (stereo not drawn)	-0.21	0.7	18.2
C/C(=N/NC(=O)c1ccc(Br)o1)C(C)C	1.57	0.24	-33.3
CC(=O)c1ccc(N(C(=O)Cc2c[nH]c3ccccc23)C(C(=O)NC2CCCCC2)c2cccs2)cc1 (stereo not drawn)	-0.48	-1.34	-53.9
Cc1c2c(n3c(nc4ccccc43)c1C#N)N(Cc1cccnc1)CC2	.	.	33.3
CCOc1ccc(NS(=O)(=O)c2cc(NC(=O)c3ccc(C)cc3)ccc2Cl)cc1	-0.93	-1.49	-73.3
O=C(C1CC(c2cccc(Br)c2)=NO1)N1CCc2ccccc2C1 (stereo not drawn)	-1.1	-0.93	37.1
CCOc1ccc(OCCCCN(C)C)cc1	0.63	0.65	-19.2
CCCN1Cc2cccc(C(=O)Nc3ccc(S(=O)(=O)N4CCCCCC4)cc3)c2C1=O	0.98	2.53	.
C/C(=N\Nc1ccc([N+](=O)[O-])cc1)c1cccc(N)c1	-1.45	-0.89	.
O=C(Nc1ccccc1)c1cnc(-c2ccccc2)nc1-c1ccccc1	-1.48	-0.51	.
COc1ccc(CCN2C(=O)CC(NNC(=O)c3ccc(F)cc3)C2=O)cc1OC (stereo not drawn)	0.99	0.23	-55.1
Cc1ccc(-c2ccc(CCC(=O)O)n2CC(=O)O)cc1	-0.03	-0.39	3.6
COc1cc(NC(=S)NCc2ccco2)c(OC)cc1Cl	.	.	9.5
COc1ccccc1NC(=S)N1CCC(c2nc3cc(C)c(C)cc3[nH]2)CC1	0.36	0.03	-22.6
Cc1cc(C(=O)c2ccccc2)c(NC(=O)CN2CCOCC2)s1	-0.48	0.16	-53.3
COc1ccc(CCN(C(=O)c2ccco2)C(C(=O)NC2CCCC2)c2ccncc2)cc1OC (stereo not drawn)	.	.	14.3
C=C1CC(C)OC(c2ccccc2OCC(O)CN2CCCCC2)C1 (stereo not drawn)	0.69	0.34	-27.3

More records.
SMILES	SDO1 yeast rescue	SDO1 yeast rescue Rescue 24 h	Insulin prom inh
Cc1oc2cc(O)ccc2c(=O)c1-c1nncn1-c1ccccc1	.	.	5.9
CC(C)OP(=O)(OC(C)C)C(NC(=O)c1cccc([N+](=O)[O-])c1)C(N)=O (stereo not drawn)	0.32	-0.94	6.2
OCCN(CCO)c1ncnc2c1oc1ccc(Br)cc12	-0.85	-1.41	-33.3
COc1ccc(-n2c(SCC(=O)Nc3ccccc3)nnc2-c2ccoc2C)cc1	-1.31	-1.51	-93.8
COc1ccc(NS(=O)(=O)c2cccc(C(=O)NNC(=O)c3cc(C)oc3C)c2)cc1	0.25	0.4	1.6
COc1ccccc1NC(=O)CCC(=O)c1ccc(-c2ccccc2)cc1	-0.18	-0.96	35.7
Cc1ccc(C(=O)O)cc1S(=O)(=O)N1CCOCC1	0.09	-0.61	-48.6
CCOc1cccc(C(=O)Nc2ccc3oc(Cc4ccc(Cl)cc4)nc3c2)c1	-1.96	-1.7	-56.5
COC(=O)CN1C(c2ccc(OC)cc2)=Nc2ccc(Cl)cc2C1c1ccccc1 (stereo not drawn)	-1.48	-1.31	.
CCCCCOC(=O)Nc1ccc(S(=O)(=O)Nn2cnnc2)cc1	0.04	-0.6	0.0
CN(C)S(=O)(=O)c1cccc(C(=O)OCC(=O)NC2CCCc3ccccc32)c1 (stereo not drawn)	1.14	2.53	.
Cc1ccc(-c2nnn(CC(=O)N(CCN3CCOCC3)C(C(=O)NC3CCCC3)c3ccncc3)n2)o1 (stereo not drawn)	.	.	-23.8
Cc1c(C)[n+](=O)c(-c2ccc(F)cc2)c(C)n1[O-]	-0.06	-0.94	.
COc1ccc(CN(C(=O)CN2C(=O)COc3ccccc32)C2CCCC2)c(OC)c1	-0.9	-0.73	10.3
CC(Sc1c[nH]c2ccccc12)C(=O)O (stereo not drawn)	0.31	-0.01	3.1
O=C1C2ON(c3ccccc3)C(c3cccnc3)C2C(=O)N1c1ccc(Cl)c(Cl)c1 (stereo not drawn)	-0.49	-0.79	.
COc1ccccc1NC(=O)Cn1nnc(-c2ccccc2NC(=O)c2cccs2)n1	0.14	1.06	.
OC(COc1ccc2cc(Br)ccc2c1)CN1CCN(c2ccccn2)CC1 (stereo not drawn)	-2.79	-2.01	7.9
CCN(CC)CCCN1C(=O)C(O)=C(C(=O)c2cc3cccc(OC)c3o2)C1c1ccncc1 (stereo not drawn)	0.97	0.94	29.4
N#C/C(=C\c1ccccc1)C(=O)NC(=O)Oc1ccccc1	0.73	0.37	-3.2
CS(=O)(=O)Nc1cccc(C2=NN(S(C)(=O)=O)C(c3ccccc3)C2)c1 (stereo not drawn)	.	.	-135.0
O=C(Nc1sc2c(c1C(=O)O)CCC2)c1cccs1	0.28	-0.29	-33.3
O=c1oc2ccccc2c2c1ncn2-c1ccccc1	0	0.19	-11.7
COc1ccccc1OCCOc1ccc(C(=O)c2ccccc2)cc1	0.17	-0.11	12.9
CC12CCC(=O)N1C(C(=O)OCC(=O)Nc1cc(S(=O)(=O)N3CCCCC3)ccc1Cl)CS2 (stereo not drawn)	1.36	0.78	46.7
Cc1ccc(S(=O)(=O)NC(C)C(=O)Nc2ccc(C(N)=O)cc2)cc1 (stereo not drawn)	0.81	0.41	45.0
COc1cc2c(cc1NC(=O)COC(=O)[C@@H](NS(=O)(=O)c1cccc(Cl)c1)C(C)C)oc1ccccc12	-0.04	0.62	-53.1
Cc1ccccc1-n1c(C)cc(/C=C2/C(=N)N3C(c4ccccc4)=CSC3=NC2=O)c1C	-0.75	-0.73	.
CC(=O)Nc1nc2ccc(NC(=O)c3ccco3)cc2s1	1.91	2.41	12.7
Oc1c(C(c2ccccc2)N2CCCCC2)sc2ncnn12 (stereo not drawn)	-0.34	-0.48	-42.9
COCCNC(=O)/C(C#N)=C/c1ccc(-c2ccc(OC)cc2[N+](=O)[O-])o1	-0.3	1.24	-5.7
CCOC(=O)C(C)(C)N(Cc1ccc(Cl)cc1)S(=O)(=O)c1ccc(Cl)c([N+](=O)[O-])c1	-2.13	-1.27	-7.1
CC(C)N(CCNC(=O)C1CCN(S(=O)(=O)N2CCOCC2)CC1)Cc1ccccc1	1.29	1.09	-14.3
Fc1ccccc1COc1ccccc1CNCc1ccncc1	-0.31	-0.62	.
Cc1c(C(=O)N2CCN(c3ccccc3)CC2)sc2ncnc(N3CCC(C)CC3)c12	-1.45	-0.78	.
CS(=O)(=O)Nc1ccc(-c2n[nH]c(=S)n2-c2ccccc2)cc1	0.78	0.14	.
Cc1cccc(NC(=S)NNC(=O)c2nn(C)cc2Cl)c1	0.53	-0.63	.
COc1ccc(NC(=O)c2ccc(COc3ccccc3)o2)cc1	-0.42	-0.89	5.4
Cc1nc(C)c(C(=O)Nc2cccc(Cl)c2)o1	1.44	2.87	-128.6
CCC(CC)C(=O)c1c[nH]c(C(=O)NCc2ccco2)c1	-0.73	-0.76	-13.6
CC1Cc2cc(-c3csc(NC(=O)Cc4cccs4)n3)ccc2N1S(C)(=O)=O (stereo not drawn)	-0.82	0.18	.
C=CCOc1nc2c(c(=O)n(C)c(=O)n2C)n1Cc1ccc(Cl)cc1	-0.49	-0.27	.
c1ccc(Nc2cc(Nc3ccccc3)[nH]n2)cc1	-0.65	-1.21	.
CC(CC(=O)O)CC(=O)Nc1ccccc1C(=O)O (stereo not drawn)	-0.04	-0.58	-176.5
COCCCn1c(SCC(=O)n2c(C)c(C)c3ccccc32)nnc1-c1ccoc1C	-0.54	-0.96	.
COc1cccc(/C=N/N2C(=O)CSC2=S)c1O	-0.82	-1.81	7.1
COc1ccccc1-c1nnc(Sc2nc([N+](=O)[O-])nn2C)o1	-0.37	0.68	.
COc1ccc(C2N(C(=O)CN3CCOCC3)CCN2S(=O)(=O)c2ccccc2)cc1 (stereo not drawn)	0.14	-0.47	.
Cn1cnnc1SCc1ccccc1	0.47	0.66	.
O=C(Oc1ccc(Cl)cc1)c1ccc(N2CCOCC2)c([N+](=O)[O-])c1	-1.41	-1.07	.

Individual results from above.
COc1ccccc1-c1nnc(Sc2nc([N+](=O)[O-])nn2C)o1 in SDO1 yeast rescue Rescue 24 h reads 0.68
CCC(CC)C(=O)c1c[nH]c(C(=O)NCc2ccco2)c1 in Insulin prom inh reads -13.6
CC(CC(=O)O)CC(=O)Nc1ccccc1C(=O)O (stereo not drawn) in SDO1 yeast rescue Rescue 24 h reads -0.58
Cc1ccccc1-n1c(C)cc(/C=C2/C(=N)N3C(c4ccccc4)=CSC3=NC2=O)c1C in SDO1 yeast rescue reads -0.75
CC(=O)Nc1nc2ccc(NC(=O)c3ccco3)cc2s1 in Insulin prom inh reads 12.7
CC(C)N(CCNC(=O)C1CCN(S(=O)(=O)N2CCOCC2)CC1)Cc1ccccc1 in SDO1 yeast rescue Rescue 24 h reads 1.09

The list goes on:
SMILES	SDO1 yeast rescue	SDO1 yeast rescue Rescue 24 h	Insulin prom inh
COc1ccc2[nH]c3c(=O)n(/N=C/[C@H]4C(C)C=C(C)CC4C)c(=O)[nH]c3c2c1 (stereo partly drawn)	0.23	0.1	.
Cc1ccc(N(CC(=O)N/N=C/c2cccs2)S(C)(=O)=O)cc1	-0.31	-0.87	0.0
CCN(C(=O)c1cn(C)c(=O)c2cc(OC)c(OC)cc12)c1cc(C)ccc1C	0.75	0.39	.
CCc1cc(C(=O)NNC(=S)NC(C)c2ccccc2)cs1 (stereo not drawn)	0.27	0.16	-7.0
O=C(CSc1nc2ccccc2s1)N/N=C/c1ccco1	0.18	-0.99	28.6

Entries shown so far with a CF3 group:
SMILES	SDO1 yeast rescue	SDO1 yeast rescue Rescue 24 h	Insulin prom inh
CCOC(=O)C(C)S(=O)(=O)c1ccc(C(F)(F)F)cn1 (stereo not drawn)	0.96	2.12	23.3
O=C(CN(Cc1ccco1)C(=O)c1cc(=O)[nH]c2ccccc12)Nc1ccccc1C(F)(F)F	0.72	0.17	.

Compounds as they come; any-hit rate near 0.99%.
